High-throughput results: PubChem BioAssay, several laboratories
TRAIL sens C8: sensitizes caspase-8 expressing cells to TRAIL; actives 1% (n = 360,000); NB7+C8 cells + TRAIL, ATPlite viability luminescence; inhibition (viability loss, TRAIL sensitization), % at 10 µM;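 active = compounds causing at least 50% loss of cell viability in the single-dose screen, relative to plate controls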
TROY signal inh: TROY signaling inhibition | Q293 LMP1-TROYcd NF-kB luciferase reporter, 4 h | inhibition, % at 10 µM | actives 0.98% (n = 360,000) | AID 1347056;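 active = compounds whose plate-normalised and pattern-corrected inhibition of the luciferase reporter signal at the single screening dose is 50% or more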
CF NFkB block: inhibitors of cystic fibrosis induced NF-kB; KKLEB NF-kB-GFP reporter, PAF-induced, GFP fluorescence overnight; inhibition, % at 5 µM; actives 0.86% (n = 360,000); AID 588850;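 active = at least 50% inhibition at 5 µM, scaled per plate between neutral and stimulator controls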;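 also: PAF is a Pseudomonas aeruginosa culture filtrate used as stimulus; plate controls were PAF-stimulated DMSO wells for no effect and unstimulated DMSO wells for full effect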
KKLEB tox: CF airway cell cytotoxicity counter-screen | KKLEB CF airway cells viability, ATPlite luminescence, overnight; hits give low values; cells stimulated with P. aeruginosa culture filtrate | activity change (cytotoxicity), % at 5 µM | actives 0.36% (n = 360,000);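 active = corrected activity change at or below -50% at 5 µM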
NCOA2 inhibitor: human SRC2 (NCOA2) inhibition; Q15596; HEK293 GAL4-SRC2 luciferase reporter, luminescence; inhibition, % at 9 µM; actives 0.17% (n = 370,000); AID 651957;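 active = inhibition above the mean inhibition of all tested compounds plus 3 SD, set per campaign, cut at about 52% in these data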;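 also: 0% = DMSO treated cells and 100% = cells given Gossypol at 36 µM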
Target sequence (Q15596 whole entry, looked up, the tested form may be a part): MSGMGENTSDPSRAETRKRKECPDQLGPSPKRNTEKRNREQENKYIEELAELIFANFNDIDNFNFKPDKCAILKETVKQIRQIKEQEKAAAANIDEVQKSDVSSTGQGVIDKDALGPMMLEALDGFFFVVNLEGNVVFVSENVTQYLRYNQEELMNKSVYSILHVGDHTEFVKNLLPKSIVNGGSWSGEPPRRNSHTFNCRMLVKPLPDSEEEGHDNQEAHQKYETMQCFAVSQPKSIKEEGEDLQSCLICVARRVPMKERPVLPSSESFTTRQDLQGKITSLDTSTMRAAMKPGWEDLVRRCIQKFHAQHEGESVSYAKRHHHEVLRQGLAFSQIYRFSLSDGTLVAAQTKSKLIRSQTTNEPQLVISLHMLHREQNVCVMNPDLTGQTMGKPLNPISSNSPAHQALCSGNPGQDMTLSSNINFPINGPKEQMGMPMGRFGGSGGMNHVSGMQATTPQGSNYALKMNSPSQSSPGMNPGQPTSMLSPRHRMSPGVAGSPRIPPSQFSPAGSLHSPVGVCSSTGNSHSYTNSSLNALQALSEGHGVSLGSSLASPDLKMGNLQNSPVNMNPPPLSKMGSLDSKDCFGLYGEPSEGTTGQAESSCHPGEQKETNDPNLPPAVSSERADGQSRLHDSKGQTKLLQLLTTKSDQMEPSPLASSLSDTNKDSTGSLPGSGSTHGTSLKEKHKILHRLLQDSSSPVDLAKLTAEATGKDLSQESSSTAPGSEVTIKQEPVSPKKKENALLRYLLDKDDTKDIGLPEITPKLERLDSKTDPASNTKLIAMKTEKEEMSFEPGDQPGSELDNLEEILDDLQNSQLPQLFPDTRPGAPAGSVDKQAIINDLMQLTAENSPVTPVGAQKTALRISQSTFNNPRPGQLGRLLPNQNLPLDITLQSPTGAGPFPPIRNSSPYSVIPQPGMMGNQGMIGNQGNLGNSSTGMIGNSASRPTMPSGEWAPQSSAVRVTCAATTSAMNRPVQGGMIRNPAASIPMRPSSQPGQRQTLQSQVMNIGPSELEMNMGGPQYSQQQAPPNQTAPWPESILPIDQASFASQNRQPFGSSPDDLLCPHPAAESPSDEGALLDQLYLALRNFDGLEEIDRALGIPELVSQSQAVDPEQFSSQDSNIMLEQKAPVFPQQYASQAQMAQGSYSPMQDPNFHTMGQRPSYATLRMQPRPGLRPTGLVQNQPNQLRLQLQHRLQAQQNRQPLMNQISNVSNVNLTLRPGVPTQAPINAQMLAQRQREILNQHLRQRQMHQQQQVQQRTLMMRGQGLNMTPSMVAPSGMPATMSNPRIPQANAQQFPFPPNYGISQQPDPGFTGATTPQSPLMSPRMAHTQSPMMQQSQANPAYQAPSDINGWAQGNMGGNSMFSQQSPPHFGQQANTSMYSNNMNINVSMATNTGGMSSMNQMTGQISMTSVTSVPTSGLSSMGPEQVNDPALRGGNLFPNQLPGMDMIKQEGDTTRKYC
LMP1 NFkB inh: inhibitors of Epstein-Barr LMP1-induced NF-kappaB reporter; LMP1-induced NF-kappaB luciferase reporter cells, luminescence; inhibition, % at 12.5 µM; actives 0.69% (n = 350,000); AID 504558; in the data active = inhibition above about 41%;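 also: 0% = neutral control wells and 100% = reference inhibitor control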
NR5A2 inv ag: inverse agonists of human LRH-1 (NR5A2) | O00482 | HEK293T StAR-luciferase reporter, LRH-1 transfected, 24 h | inhibition, % at 3.6 µM | actives 0.13% (n = 360,000) | AID 602396;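 active = inhibition above the mean inhibition of all tested compounds plus 3 SD, cut at about 73% in these data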;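 also: 0% = DMSO wells and 100% = reporter-only cells lacking LRH-1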
NCOA3 inh: inhibits human SRC3 coactivator; HEK293 GAL4-SRC3 luciferase reporter, luminescence; inhibition, % at 3.6 µM; actives 0.17% (n = 360,000);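 active = inhibition above a per-campaign cutoff, the mean of all compounds plus 3 SD, cut at about 60% in these data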;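 also: 0% = DMSO-treated cells and 100% = gossypol-treated cells at 36 µM; higher means less SRC3-driven luciferase light from the GAL4 reporter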
COUP-TFII inh: blocks human COUP-TFII nuclear receptor; P24468; HEK293T NGFI-A luciferase reporter, luminescence; inhibition, % at 8.6 µM; actives 0.7% (n = 370,000);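 active = inhibition above a per-plate cutoff, mean inhibition of test wells between control levels plus 3 SD, cut at about 38% in these data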;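 also: cells cotransfected with COUP-TFII expression vector driving the NGFI-A reporter; 0% = median of COUP-TF2 test wells and 100% = reporter-only cells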
NCOA1 inh: inhibitors of human steroid receptor coactivator 1 (SRC1). actives 0.12% (n = 360,000). HEK293 GAL4-SRC1 luciferase reporter, luminescence. inhibition, % at 3.6 µM;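 active = inhibition above the campaign mean plus 3 SD, with each screening campaign given its own cutoff, cut at about 60% in these data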;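 also: 0% = DMSO treated cells and 100% = gossypol at 36 µM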
TWEAK-Fn14 inh: TWEAK-Fn14 signaling inhibition | inhibition, % at 10 µM | TWEAK-stimulated Fn14 reporter cells, luciferase luminescence, 8 h | actives 2% (n = 360,000) | AID 1159606; in the data active = inhibition above about 50%
The depositor's hits bear a star; · = no result given.

SMILES	TRAIL sens C8	TROY signal inh	CF NFkB block	KKLEB tox	NCOA2 inhibitor	LMP1 NFkB inh	NR5A2 inv ag	NCOA3 inh	COUP-TFII inh	NCOA1 inh	TWEAK-Fn14 inh
O=C(NCc1ccccc1)C(=O)NCC1COc2ccccc2O1 (stereo not drawn)	1	31	14	-10	-4	-6	3	20	-10	-20	13
CC(=O)c1ccc2c3c(cccc13)C(=O)N(c1c(C)nn(C)c1C)C2=O	0	-9	-3	7	10	-5	-3	-6	1	-12	12
COc1ccc(CN(C)CC(=O)NCC(=O)Nc2c(C)cccc2C)cc1	8	-5	-14	10	-27	-3	-11	6	-7	15	-2
C[C@@H]1CN([C@H](C)CO)C(=O)CCCn2nncc2CO[C@H]1CN(C)S(=O)(=O)c1ccc2ccccc2c1	-8	0	10	1	7	5	-4	6	-10	-4	-5
C=C(C)c1cccc(C(C)(C)NC(=O)N(Cc2ccccc2)Cc2ccco2)c1	14	-1	3	-4	-39	-10	8	18	0	25	13
O=C(Nc1nc(-c2cccc([N+](=O)[O-])c2)cs1)C(c1ccccc1)c1ccccc1	16	-22	6	1	0	-2	3	13	6	-18	29
CN(C)CCCN(C(=O)COc1ccccc1)c1nc2cc3c(cc2s1)OCCO3	-1	-9	0	-4	-22	-11	-21	-16	-14	-7	-13
O=C(C1=C(O)C(=O)N(CCN2CCOCC2)C1c1ccc(Cl)cc1)c1cc2ccccc2o1 (stereo not drawn)	-22	-26	-5	-1	22	6	1	-4	-1	0	1
O=C(Nc1ccccc1C(=O)NC(Cc1ccc(O)cc1)C(=O)O)c1ccccc1 (stereo not drawn)	3	-10	5	1	-8	5	-2	-5	9	12	1
Fc1ccc(Oc2cnc3ccccc3n2)cc1	-7	2	28	-9	-4	-5	6	-3	-4	-8	28
O=C(COC(=O)CSc1ccccc1)NCCNC(=O)COC(=O)CSc1ccccc1	2	5	-16	-2	18	3	4	9	11	4	-7
COc1ccc(CCCC(=O)NC(C)c2ccccc2)cc1 (stereo not drawn)	-8	-11	-8	5	-15	-12	-16	17	8	-5	16
COc1ccc(C(CNC(=O)c2ccc(C)c(S(=O)(=O)N3CCOCC3)c2)N2CCCC2)cc1 (stereo not drawn)	-3	2	0	1	0	-5	-5	3	0	-11	-20
CC(C)CNC(=S)NC1CC2CCC(C1)N2Cc1ccccc1 (stereo not drawn)	5	3	4	5	14	-10	17	6	13	6	-2
CCn1c(SCC(=O)Nc2ccc(Br)cc2)nc2sc3c(c2c1=O)CCN(C)C3	-4	0	-7	10	-21	-2	-8	13	4	-23	-33
CCOC(=O)C1CCCN(CC(=O)Nc2cccc(C(C)=O)c2)C1 (stereo not drawn)	-2	-5	-3	4	12	0	6	3	-4	14	-1
CC(C)(C)c1csc(Sc2ccc([N+](=O)[O-])cn2)n1	-4	-22	-4	-6	20	-10	39	33	-16	21	-16
COc1ccc(OCc2cc(C(=O)NCC3CCOCC3)no2)c(Cl)c1	-2	-14	6	-2	-8	34	-60	-48	-33	-44	-18
Cc1ccc(-c2nc3ccccc3c(=O)n2Cc2ccccc2)cc1	1	-42	-14	12	-2	-6	-13	25	0	3	-7
COc1cc(-c2nnc3sc(Cc4ccc(Cl)cc4)nn23)cc(OC)c1OC	-6	18	-20	-4	-6	7	-7	-12	-28	3	12
CC1=NN(C(=O)c2ccc(Br)cc2)C(O)(c2ccccc2)C1 (stereo not drawn)	0	-20	3	8	-35	-3	-47	3	-23	-10	23
CCOc1ccccc1OCC(=O)Nc1ccc(N2CCCCC2)cc1	25	-17	5	-14	-35	-12	-2	0	-3	-9	8
Cc1c(NS(=O)(=O)c2ccccc2)cc(Cl)c(O)c1C	-1	-18	9	-24	-20	-1	28	6	14	15	15
COc1cccc(-c2ccc3c(c2)O[C@H](CN(C)C(=O)c2ccccc2F)[C@H](C)CN([C@H](C)CO)S3(=O)=O)c1	-16	-8	-21	11	-7	2	-12	-19	2	1	-1
CCCc1cc(=O)[nH]c(SCc2nc3ccccc3o2)n1	-2	-9	-5	6	-24	-6	9	-7	8	-5	0
Cn1ccnc1-c1nnn(-c2ccc(F)cc2)n1	15	-44	18	-12	-3	-3	-47	-22	-8	-44	-7
CC(C)c1nnc(NC(=O)c2cccc(NC(=O)C(F)(F)F)c2)s1	0	-35	-21	9	-40	-18	-131	-91	-40	-100	-12
Cc1cc2n(n1)C(c1ccccc1)CC(c1ccc(Br)cc1)=N2 (stereo not drawn)	13	-26	-5	1	·	2	-59	-22	·	-28	-2
CCOc1cc2[nH]c(=S)n(CCCOC)c(=O)c2cc1OCC	-1	-13	4	6	1	2	0	10	2	0	8
CC(OC(=O)c1nc(Cl)ccc1Cl)C(=O)c1ccccc1 (stereo not drawn)	-9	-4	0	-15	-15	1	16	-9	6	-5	-3
COc1cc2ncnc(NCc3ccco3)c2cc1OC	-2	11	-10	2	1	11	6	-5	7	5	-18
COC(=O)C1CSc2[nH]c(=O)sc2C1c1ccc(OC)c(OC)c1 (stereo not drawn)	0	-6	-8	5	14	1	8	19	5	-26	19
CC(C)CC1(C(=O)NCc2cc(F)cc(C(F)(F)F)c2)C=CCN1C(=O)c1ccccc1 (stereo not drawn)	-5	-13	-22	8	1	-1	18	3	3	-12	9
O=C(Nc1cccc([N+](=O)[O-])c1)C1CC(=O)N(C2CCCCC2)C1 (stereo not drawn)	-9	-12	2	-7	-13	-7	-7	16	5	-19	15
Cc1cc(C(=O)Nn2c(-c3ccc(Br)cc3)nc3ccccc3c2=O)ccc1[N+](=O)[O-]	-6	39	9	10	25	-4	15	12	5	-11	28
Cc1cccc(NC(=O)C2CCCN(S(=O)(=O)c3ccc4[nH]c(=O)ccc4c3)C2)n1 (stereo not drawn)	11	0	-15	2	-3	0	12	-39	-19	7	9
CC(C)C(NC(=O)C(NC(=O)C1OC2OC(C)(C)OC2C2OC(C)(C)OC12)C(C)C)C(=O)O (stereo not drawn)	10	5	12	-2	-2	1	-2	6	-2	-1	3
c1ccc(CSCc2cn3ccccc3n2)cc1	3	-45	-22	6	-57	-17	-118	-96	-22	-137	3
O=C(Nc1ccc(Cl)cc1)Nc1csc([N+](=O)[O-])c1	34	41	36	-22	-18	·	-34	2	5	-4	67*
Nc1cc(=O)[nH]c(SCCOc2ccccc2)n1	2	-4	-4	6	-16	4	-3	16	-7	-2	2
CCc1nnc(NC(=O)CN2C(=O)NC3(CC(C)CC(C)(C)C3)C2=O)s1 (stereo not drawn)	17	5	-3	5	-28	1	-10	3	-15	-16	-4
CCN(c1ccc(NC(=O)COC(=O)C(C)N=C2NS(=O)(=O)c3ccccc32)cc1)C(C)C (stereo not drawn)	5	3	33	-14	2	3	-1	-22	-28	-32	5
CC1(C(=O)NC2CCCCCCC2)CCC(=O)N1Cc1ccco1 (stereo not drawn)	-19	4	13	-2	13	-4	-7	-6	2	7	4
CC(=O)NC(c1ccccc1)c1nc(-c2cccc(C(C)C)c2)cs1 (stereo not drawn)	-1	1	-4	-2	-16	·	-13	-20	-5	-6	-13
COc1cc(C)ccc1OCCOCCOc1ccccc1Br	-7	-20	8	6	-3	-7	-32	25	9	5	-13
O=C(/C=C/c1cccc(F)c1)NC1CCN(Cc2ccccc2)CC1	23	4	-12	-1	6	7	17	-1	0	-7	-11
CCOc1ccc(NC(=O)Cn2nnc3c(cnn3-c3ccc(F)cc3)c2=O)cc1	7	1	-26	1	-18	0	29	22	-18	14	6
CN(C)c1ccc(-c2ccnc3c2CC(C)(C(=O)NCc2cccc(Cl)c2)O3)cc1 (stereo not drawn)	-7	-6	24	-23	6	·	-19	0	12	5	2
Cc1cc(NC(=O)CSc2ncnc3c2cnn3-c2ccccc2)no1	-28	13	0	6	-9	4	12	-7	4	10	-6
COc1cccc(NC(=O)CSc2nnc(-c3cccc(OC(C)C)c3)n2N)c1	1	-15	-6	9	-39	-13	-10	-3	3	-43	-6
Cc1ccc(NC(=S)NCc2ccc(S(N)(=O)=O)cc2)cc1Cl	2	7	-2	-2	-1	3	-3	18	-12	10	-3
CSCc1c(C(=O)OCC(=O)c2ccc[nH]2)oc2ccccc12	4	-9	-6	2	-30	3	12	4	8	-41	-17
COc1ccc(N=Nc2nc(-c3ccccc3)c(-c3ccccc3)[nH]2)cc1	-4	-5	-23	11	-9	-5	-29	17	-6	-5	35
COCCN1C[C@@H](CO)O[C@@H](n2cnc3c(NCc4cc(OC)c(OC)c(OC)c4)ncnc32)C1	-15	9	6	-10	1	·	-14	4	-6	3	-28
CC(C)(C)c1ccc(C(=O)NCCCNC(=O)c2cccnc2)cc1	-8	-24	-12	11	-6	-15	-8	-23	-10	-33	-17
Cc1cc(C(F)(F)F)n2[nH]c(=O)c(N=Nc3ccccc3)c2n1	-9	-10	-1	0	-8	-1	0	-4	15	-11	7
CC(=O)N1c2ccc(S(=O)(=O)NCC3CCC(C(=O)NC4CCC(C)CC4)CC3)cc2CC1C (stereo not drawn)	-6	16	-4	1	3	2	5	10	3	-11	4
COc1ccc(CCNC(=O)c2cnn3c(C(F)F)cc(C)nc23)cc1OC	9	11	0	7	-4	-4	12	-1	-21	-1	-14
COc1ccc(CNC(=O)C/C(C)=N/NC(=O)COc2ccc(C)cc2Br)cc1	-27	14	27	-8	-3	-18	-10	4	-8	3	11
CCN(CC)S(=O)(=O)c1ccc(OCC2CCCCO2)c([N+](=O)[O-])c1 (stereo not drawn)	4	4	-1	5	-9	-4	-9	-14	-9	9	28
COc1ccc(-n2nc(C(=O)NCC(=O)N3CCCCC3)c3ccccc3c2=O)c(OC)c1	20	-33	5	-1	15	-11	-29	-48	9	-15	1
OC(c1ccc(Cl)c(F)c1)c1ncc(-c2ccccc2Cl)[nH]1 (stereo not drawn)	0	2	6	-13	10	·	-7	10	-16	-13	-23
CC(Oc1ccc(Br)cc1)C(=O)O/N=C(\N)c1ccncc1 (stereo not drawn)	-12	-1	-34	-8	-30	5	14	-7	1	-12	-14

Shown with two lines to a compound: five of the compounds above.
Each structure is followed by: TRAIL sens C8	TROY signal inh	CF NFkB block	KKLEB tox	NCOA2 inhibitor	LMP1 NFkB inh	NR5A2 inv ag	NCOA3 inh	COUP-TFII inh	NCOA1 inh	TWEAK-Fn14 inh
COc1cccc(NC(=O)CSc2nnc(-c3cccc(OC(C)C)c3)n2N)c1
  1	-15	-6	9	-39	-13	-10	-3	3	-43	-6
Cc1ccc(NC(=S)NCc2ccc(S(N)(=O)=O)cc2)cc1Cl
  2	7	-2	-2	-1	3	-3	18	-12	10	-3
CSCc1c(C(=O)OCC(=O)c2ccc[nH]2)oc2ccccc12
  4	-9	-6	2	-30	3	12	4	8	-41	-17
COc1ccc(N=Nc2nc(-c3ccccc3)c(-c3ccccc3)[nH]2)cc1
  -4	-5	-23	11	-9	-5	-29	17	-6	-5	35
COCCN1C[C@@H](CO)O[C@@H](n2cnc3c(NCc4cc(OC)c(OC)c(OC)c4)ncnc32)C1
  -15	9	6	-10	1	·	-14	4	-6	3	-28

Random draw from the library; overall some 4.2% were active at least once.
